APOBEC3A inh = human APOBEC3A DNA deaminase inhibition | AID 493011 | 330,000 compounds, 0.41% hits | inhibition, % at 20 µM | P31941 | recombinant A3A, FAM/TAMRA ssDNA deamination fluorescence;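 active = at least 40% inhibition at 20 µM here, with at most 30% in a related deaminase screen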;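 also: plate controls were A3A with DMSO for no effect and wells lacking A3A enzyme for full effect; some results filed as inactive read as strong as hits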
Target sequence (P31941 whole entry, looked up): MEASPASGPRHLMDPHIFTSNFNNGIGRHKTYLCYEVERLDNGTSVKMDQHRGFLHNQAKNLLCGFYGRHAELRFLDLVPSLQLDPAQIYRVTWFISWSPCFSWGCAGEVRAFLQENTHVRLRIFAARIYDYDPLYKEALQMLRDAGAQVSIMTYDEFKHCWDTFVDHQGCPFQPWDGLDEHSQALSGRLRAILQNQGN
MPTP inh = blocks calcium-induced mitochondrial swelling | isolated mouse mitochondria, Ca2+ swelling absorbance, 30 min | AID 602449 | 360,000 compounds, 1.4% hits | inhibition, % at 10 µM;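 active = inhibition of 50% or more, scaled per plate between neutral and stimulator controls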;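 also: 0% = DMSO wells given calcium and 100% = 1 mM EGTA wells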
APOBEC3G inh = APOBEC3G (human) deaminase inhibition; Q9HC16; recombinant A3G, ssDNA deamination FAM/TAMRA fluorescence; inhibition, % at 20 µM; 330,000 compounds, 0.28% hits;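 active = inhibition of at least 40% at 20 µM, with no more than 30% in the related APOBEC3A deaminase screen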;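 also: plate controls were DMSO wells with A3G for no effect and wells lacking A3G enzyme for full effect; some compounds called inactive have numbers as strong as hits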
Gli-Sufu antag = Gli-Sufu pathway antagonism; inhibition, % at 5 µM; 340,000 compounds, 0.74% hits; Sufu-KO-LIGHT fibroblasts, Gli luciferase reporter luminescence; AID 588413;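 active = inhibition above about 55%, limit read from the data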;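 also: 0% = DMSO-treated cells and 100% = wells with medium but no cells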
CXCR6 block = blocks human CXCR6 beta-arrestin recruitment | O00574 | CHO-K1 PathHunter CXCR6 beta-arrestin, luminescence | inhibition, % at 20 µM | 360,000 compounds, 0.36% hits; in the data active = inhibition above about 34%, passing the limit was not always enough;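 also: antagonist mode with CXCL16 agonist at 10 nM final; 0% = 10 nM CXCL16 with DMSO and 100% = unstimulated wells without agonist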
Target sequence (O00574 whole entry, looked up): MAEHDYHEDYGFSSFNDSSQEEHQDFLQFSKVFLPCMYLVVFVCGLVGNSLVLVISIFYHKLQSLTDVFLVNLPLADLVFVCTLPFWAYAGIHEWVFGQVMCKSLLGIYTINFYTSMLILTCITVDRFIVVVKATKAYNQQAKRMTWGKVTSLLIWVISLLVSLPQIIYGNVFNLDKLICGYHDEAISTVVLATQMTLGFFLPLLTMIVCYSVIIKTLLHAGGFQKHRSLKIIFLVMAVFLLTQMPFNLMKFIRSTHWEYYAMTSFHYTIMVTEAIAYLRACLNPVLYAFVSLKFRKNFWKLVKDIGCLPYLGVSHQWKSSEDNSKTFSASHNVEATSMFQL
GRIN3A LBD mod = modulators (binders) of human NR3A ligand-binding domain; AID 1259313; Tm shift relative to glycine control, % at 25 µM; 340,000 compounds, 2.5% hits; NR3A LBD differential scanning fluorimetry, Tm shift; 0% = protein alone, 100% = glycine-bound protein;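 active = melting temperature shift of at least 10% of the positive control shift, at one fixed dose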
CCR6 antagonist = antagonists of human CCR6 receptor | P51684 | CHO-K1 CCR6 PathHunter beta-arrestin, luminescence, CCL20-stimulated | inhibition, % at 20 µM | 340,000 compounds, 0.49% hits | AID 493098;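 active = compounds whose inhibition of the agonist-driven luminescence signal at 20 µM reaches about 50%, limit read from the data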;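 also: cells stimulated with CCL20 at 14 nM final; plate controls were DMSO with CCL20 for no effect and DMSO without agonist for full effect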
EBI2 antag = EBI2 (human) antagonism | AID 651636 | inhibition, % at 5 µM | 360,000 compounds, 0.81% hits | P32249 | EBI2 beta-arrestin recruitment, luminescence, 7a,25-OHC stimulated; in the data active = inhibition above about 38%;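 also: enzyme fragment complementation signal reports receptor beta-arrestin coupling in cells; 0% = agonist plus DMSO wells and 100% = wells without agonist; some results beyond the cut were filed as inactive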
Target sequence (P32249 whole entry, looked up, the tested form may be a part): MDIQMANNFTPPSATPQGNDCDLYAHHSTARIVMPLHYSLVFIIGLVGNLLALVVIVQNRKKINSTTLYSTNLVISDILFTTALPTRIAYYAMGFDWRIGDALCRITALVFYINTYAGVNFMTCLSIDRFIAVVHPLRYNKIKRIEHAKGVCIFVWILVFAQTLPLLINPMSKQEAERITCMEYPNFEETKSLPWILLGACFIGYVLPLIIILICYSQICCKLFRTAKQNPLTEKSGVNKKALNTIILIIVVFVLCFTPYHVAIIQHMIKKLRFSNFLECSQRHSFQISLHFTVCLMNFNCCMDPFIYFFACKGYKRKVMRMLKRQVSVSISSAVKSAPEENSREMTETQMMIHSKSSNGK
* = called active by the depositor; · = not tested or not shown.

SMILES | APOBEC3A inh | MPTP inh | APOBEC3G inh | Gli-Sufu antag | CXCR6 block | GRIN3A LBD mod | CCR6 antagonist | EBI2 antag
Cc1cccc(C)c1Nc1nnc(SC(C)C(=O)Nc2c(C)n(C)n(-c3ccccc3)c2=O)s1 (centres undefined) | -5 | 2.2 | -8 | 11 | -10 | -2 | -10 | -7
CCn1cc(CN2CCC(n3nccc3NC(=O)c3ccccc3OC)CC2)cn1 | -7 | 0.5 | -8 | 2 | 4 | -2 | 6 | -17
COc1ccc(CCC(=O)Nc2cc3c4c(c2)CC(=O)N4CCC3)cc1 | 9 | -0.3 | 8 | -14 | -3 | -1 | 17 | -2
COc1ccc(C(CNC(=O)c2cccc(S(=O)(=O)Nc3ccccc3OC)c2)N2CCCC2)cc1 (centres undefined) | -3 | 1.2 | -11 | 26 | 10 | 3 | 9 | 3
CC[C@@H]1CCCCc2ccccc2[C@H](C(=O)C[C@H](O)CC(C)=O)OC1=O | -3 | -0.9 | -7 | 0 | 1 | 3 | -3 | -3
COc1ccc(OCC(O)Cn2c(Nc3ccccc3)nc3c2c(=O)n(C)c(=O)n3C)cc1 (centres undefined) | -3 | 2.1 | -4 | -9 | 8 | 1 | -14 | 5
CC1(C)OC(=O)CC1C(=O)NCc1ccccc1 (centres undefined) | -2 | -0.3 | -2 | 3 | -1 | 1 | 4 | -5
COc1cc(NC(=O)CSc2ccc(-c3ccco3)nn2)cc(OC)c1 | 6 | -0.1 | 7 | 2 | -16 | 1 | -9 | 32
Cc1ccc(Nc2nc(N)c([N+](=O)[O-])c(NCc3ccccc3)n2)cc1 | -1 | 4.6 | -7 | -11 | -3 | 1 | 9 | 2
CNS(=O)(=O)c1cccc(C(=O)OCc2cc(=O)oc3c(C)c(O)ccc23)c1 | 10 | 1.6 | 8 | 3 | 1 | -3 | 20 | -2
COc1ccc(C(C(=O)NC2CCCCC2)N(C(=O)c2ccco2)c2ccccc2C(C)=O)cc1OC (centres undefined) | -6 | 0.0 | 2 | 3 | -3 | 0 | 14 | -3
COc1ccc(/C=C(/C(=O)Nc2ccccc2C(=O)N2CCCC2)c2ccccc2)cc1 | -1 | 2.2 | -4 | 8 | -2 | -2 | -9 | 25
CCOC(=O)C1(Cc2ccc(Cl)cc2)CCN(C(=O)c2cnc(C)cn2)CC1 | 8 | 0.5 | 0 | -3 | 3 | -3 | 11 | 2
Cc1ccc(S(=O)(=O)Nc2ccccc2CNc2c(C)n(C)n(-c3ccccc3)c2=O)cc1 | -7 | 0.7 | 2 | 3 | 1 | 3 | 4 | 1
Cc1cc(C(=O)NCc2cccnc2)cs1 | -1 | -0.4 | -4 | · | -3 | -3 | -1 | -9
CCOc1nnc(C)c2c(C)n(-c3ccc(Cl)cc3)nc12 | -6 | -1.3 | -4 | 9 | 11 | 1 | -10 | -4
CCc1nnc(NC(=O)c2ccc(C)o2)s1 | 2 | -0.9 | -2 | -13 | 2 | 1 | -9 | 14
O=C(OC(C(=O)NCc1ccc(F)cc1)c1ccccc1)c1ccco1 (centres undefined) | -2 | -0.1 | -3 | -6 | -3 | 1 | 6 | -3
CCCN(CCC)S(=O)(=O)c1ccc(C(=O)Nc2cc3oc4ccccc4c3cc2OC)cc1 | -1 | 1.3 | -6 | 1 | -5 | 2 | 23 | 5
CCn1c(Cn2nnc(-c3ccccc3)n2)nnc1SCC(=O)Nc1ccc(N(C)C)cc1 | -5 | 1.6 | -7 | -3 | -6 | 4 | 5 | -1
O=C(Nc1cccnc1)c1cc(Cl)ccc1Cl | -2 | 0.3 | -3 | -2 | -4 | 3 | -2 | -8
CC(C)n1cc(CN2CCN(C)C(CCO)C2)c2ccccc21 (centres undefined) | -1 | -0.7 | -4 | 10 | 6 | -5 | 9 | -1
COc1ccc(/C=C/C(=O)OCC(=O)Nc2ccc3c(c2)OCO3)cc1 | 0 | -0.7 | -2 | -11 | 3 | 2 | 7 | -5
O=C(NCc1ccco1)N1c2ccccc2Sc2ccccc21 | -2 | -0.5 | 4 | -25 | 0 | -1 | 7 | 11
O=C(c1ccc(Cl)cc1)N1CCC(=O)N(C(CO)Cc2ccccc2)CC1 (centres undefined) | 0 | 0.0 | -3 | 15 | 11 | 0 | 16 | -10
COc1cccc(CC(=O)OCC(=O)NC2CCCCCC2)c1 | 24 | -0.6 | 0 | 3 | 2 | 1 | 10 | 1
Cn1c(CS(=O)Cc2c(Cl)cccc2Cl)nnc1SCc1ccc(Cl)cc1 (centres undefined) | -1 | -4.0 | -6 | 1 | -1 | -1 | 6 | 0
c1ccc(CN2CCN(c3ncnc4c3[nH]c3ccccc34)CC2)cc1 | -4 | 15 | -5 | 62* | -14 | -6 | -8 | -9
CN(Cc1ccccc1Cl)C(=O)CNC(=O)C12CC3CC(CC(C3)C1)C2 | -3 | -0.3 | -7 | 1 | 0 | 2 | 1 | -8
O=C1OCC=C1NNC(=O)c1cccnc1 | -6 | -1.1 | -2 | -5 | 5 | -1 | -5 | -7
O=C(COc1ccc2ccccc2c1)Nc1cccc2cccnc12 | -5 | -1.3 | -8 | 2 | -2 | -9 | -1 | -2
COc1cccc(C(=O)O/N=C(\N)c2ccncc2)c1OC | -2 | -0.2 | -7 | 2 | -23 | -3 | -7 | -18
Nc1cc2c(cc1C(=O)c1ccc(Cl)cc1)OCCO2 | -2 | -2.1 | -3 | -18 | 4 | 2 | 15 | 8
Cc1nc(C)c(C(=O)C2=C(O)C(=O)N(CCN3CCOCC3)C2c2cccnc2)s1 (centres undefined) | -7 | -0.2 | -3 | -1 | -11 | 6 | 38 | -13
Cc1ccnn1C(C)C(=O)O (centres undefined) | 0 | -0.7 | -4 | 1 | 2 | -4 | -17 | -7
COc1ccccc1CNC(=O)COC(=O)c1cc(=O)[nH]c2ccccc12 | 1 | -0.4 | -5 | -3 | 2 | 0 | 9 | 2
COc1ccc(Cl)cc1NC(=O)CCNC(=O)OCc1ccccc1 | -3 | 2.2 | -6 | 3 | -4 | -1 | -7 | 13
CCCCCOc1ccccc1C(=O)NCCCC(=O)O | -3 | -1.9 | -4 | -16 | 6 | 2 | 0 | 1
CCCn1cc(SCC(=O)Nc2ccc3c(c2)OCO3)c2ccccc21 | -8 | 0.1 | -8 | 1 | -9 | -8 | 23 | 0
CC12CN3CC(C)(CN(C1)C3c1ccc3ccccc3c1O)C2=O (centres undefined) | -1 | -2.7 | 10 | 0 | 2 | -1 | 1 | 0
O=C(O)CNC(=O)c1ccc(Sc2ccccc2)c([N+](=O)[O-])c1 | 8 | 0.7 | 16 | -3 | 2 | 1 | 16 | 3
COc1ccc2[nH]c(C(=O)NCCN3CCOCC3)cc2c1 | 3 | 1.6 | -7 | 3 | -10 | 1 | 1 | -14
COc1ccc(/C=C(/C(=O)c2cccs2)N2C=CC=CC2=C(C#N)C#N)cc1 | · | -2.0 | · | -14 | 62* | 1 | 84* | 23
Cc1ccc(C(=O)Nc2cc(C)nn2CCC#N)cc1 | 3 | 0.5 | 1 | -2 | 1 | 1 | -3 | 5
O=C(NCc1ccccc1)C1=C[C@H](c2csc3ccccc23)C[C@H](OCc2ccc(CO)cc2)O1 | -1 | -2.0 | -6 | 18 | 6 | -5 | 16 | 32
NC(=O)C1CCCN(CCc2ccccc2)C1 (centres undefined) | 0 | -0.4 | 2 | 6 | 3 | 2 | 9 | 2
CCCCNS(=O)(=O)c1ccc(NC(=O)Cc2ccccc2[N+](=O)[O-])cc1 | 1 | -1.1 | 0 | -1 | 2 | -12 | 12 | -4
CC(=O)/C(C#N)=C1\NC(=O)C(Cc2ccccc2)S1 (centres undefined) | -1 | 2.0 | 1 | 22 | 10 | -3 | -7 | -8
CC(C)c1ccc(-c2nn[nH]n2)cc1 | -3 | 0.3 | -4 | -22 | -10 | -1 | -6 | 8
COc1ccc(Cc2nnc(SCC(=O)NCc3ccco3)o2)cc1 | 0 | -1.6 | -5 | 0 | -32 | -2 | -14 | -10
CC1CCCC(NC(=O)COC(=O)/C=C/c2ccc3c(c2)OCO3)C1C (centres undefined) | -1 | 0.9 | -7 | -2 | -8 | -10 | 9 | 2
N#Cc1c(NC(=O)c2ccc(Cn3cc(Br)cn3)o2)sc2c1CCCCCC2 | 5 | 3.3 | -1 | 4 | 13 | 5 | 26 | 14
CN(C)c1cccc(C(=O)OCCNC(=O)c2cccc(S(=O)(=O)N3CCOCC3)c2)c1 | -10 | 2.6 | -9 | 7 | -19 | 1 | 11 | 13
Cc1c(CN2CCN(CC(C)C)C(CCO)C2)[nH]c2ccc(Cl)cc12 (centres undefined) | -4 | 1.2 | -3 | 13 | -14 | -3 | -22 | -8
CCOc1ccc(Cn2nnc(C(=O)Nc3ccc(OC)cc3OC)c2N)cc1 | -1 | -1.8 | -7 | 29 | -3 | 2 | 12 | 8
Cc1cccc(NC(=S)NC23CN4CN(CN(C4)C2)C3)c1C | 3 | 0.2 | -7 | 0 | -7 | 1 | 2 | -2
O=C1N=C(N2CCN(c3ccccc3)CC2)S/C1=C/c1ccco1 | 1 | -1.5 | 1 | 0 | -1 | 1 | 8 | 3
COCCn1nnnc1CN1CCN(C(=O)c2ccco2)CC1 | 0 | -0.5 | -6 | 1 | -5 | -3 | 0 | 0
COc1ccc([N+](=O)[O-])cc1Nc1ncnc2ccccc12 | -3 | 0.7 | -3 | 4 | 2 | 4 | 9 | 11
Cc1cc(NS(C)(=O)=O)c(=O)n(Cc2cccc(F)c2)c1 | -6 | 0.1 | -3 | -4 | 14 | 2 | 3 | -3

More compounds:
SMILES | APOBEC3A inh | MPTP inh | APOBEC3G inh | Gli-Sufu antag | CXCR6 block | GRIN3A LBD mod | CCR6 antagonist | EBI2 antag
N#Cc1ccc(C23CC4(C2)[C@H](CN(Cc2ccc(-c5ccccc5)cc2)[C@@H]4c2ccccc2)C3c2ccc(C(F)(F)F)cc2)cc1 (some centres undefined) | -2 | · | -7 | -3 | · | -5 | -2 | ·
Cc1cc(NC(=O)CCCC(=O)Nc2ccc(F)cc2)no1 | -6 | -1.3 | -6 | 4 | 3 | 1 | 2 | 2
CN(C)c1ccc(C#Cc2ccc3cc(CCO)oc(=O)c3c2)cc1 | -5 | 2.6 | -13 | -101 | -14 | 1 | 5 | 18
CC(C)(C)NC(=O)CC1C[C@H](C(=O)N2CCOCC2)[C@@]2(CCC3CCCC3)c3[nH]c4ccccc4c3CCN2C1=O (some centres undefined) | 2 | 0.9 | -1 | -5 | 1 | -3 | -1 | 4
COc1ccc(NC(=O)CN2C(=O)CSc3ccc(S(=O)(=O)N4CCCC4)cc32)cc1OC | -2 | -2.4 | -5 | -8 | 7 | 0 | 16 | 8
C=CCN1C(=O)c2ccc(C(=O)N3CCN(S(=O)(=O)c4cc(C)ccc4C)CC3)cc2C1=O | -2 | -0.4 | -11 | -6 | -3 | -1 | 9 | 8
Nc1ncc(Br)cc1S(=O)(=O)NCCC(=O)N1CCN(c2ccccc2)CC1 | -4 | -1.8 | -3 | 12 | 6 | -1 | 4 | 6
O=C(O)[C@H]1CCCC[C@H]1C(=O)Nc1ccc(Nc2ccccc2)cc1 | -4 | 2.1 | -1 | 0 | -4 | 1 | 17 | 0

Structures above that contain fluorine:
SMILES | APOBEC3A inh | MPTP inh | APOBEC3G inh | Gli-Sufu antag | CXCR6 block | GRIN3A LBD mod | CCR6 antagonist | EBI2 antag
O=C(OC(C(=O)NCc1ccc(F)cc1)c1ccccc1)c1ccco1 (centres undefined) | -2 | -0.1 | -3 | -6 | -3 | 1 | 6 | -3
Cc1cc(NS(C)(=O)=O)c(=O)n(Cc2cccc(F)c2)c1 | -6 | 0.1 | -3 | -4 | 14 | 2 | 3 | -3
N#Cc1ccc(C23CC4(C2)[C@H](CN(Cc2ccc(-c5ccccc5)cc2)[C@@H]4c2ccccc2)C3c2ccc(C(F)(F)F)cc2)cc1 (some centres undefined) | -2 | · | -7 | -3 | · | -5 | -2 | ·
Cc1cc(NC(=O)CCCC(=O)Nc2ccc(F)cc2)no1 | -6 | -1.3 | -6 | 4 | 3 | 1 | 2 | 2

Screening data from PubChem.
